S1P3 antagonist = S1P3 (human) receptor antagonism; Q99500; CHO S1P3 NFAT-BLA reporter, FRET fluorescence, antagonist mode; inhibition, % at 4.98 µM; 170,000 compounds, 0.27% hits;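 active = inhibition above the plate cutoff, the mean inhibition of test wells on that plate plus 3 SD, cut at about 28% in these data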;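 also: cells challenged with S1P at its EC80 of 0.8 µM; blue over green emission ratio from cleaved BLA substrate after 4 h stimulation; 0% = S1P-stimulated wells and 100% = unstimulated DMSO-only wells; some compounds past the cut are filed as inactive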
RAM network inh = inhibitors of the yeast RAM network; S. cerevisiae dse1pr::URA3 reporter, 5-FOA growth OD615, 2 d; analog-sensitive cbk1-as2 kinase mutant strain; inhibition, % at 50 µM; 190,000 compounds, 1.8% hits; AID 868;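 active = inhibition above a set limit, 3 SD over mean compound inhibition, cut at about 8.4% in these data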;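 also: 0% = DMSO-only wells with no growth and 100% = 10 µM 1-NA-PP1 full growth; inhibition rescues growth on 5-FOA so higher OD means more RAM inhibition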
STAT3 blocker = reduces IL-6 driven STAT3 reporter signal; U3A cells, IL-6 STAT3-luciferase reporter, luminescence; host cell line lacks STAT1; inhibition, % at 5.5 µM; 190,000 compounds, 0.89% hits; AID 862;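 active = inhibition above the mean inhibition across all screened compounds plus 3 SD, cut at about 44% in these data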;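 also: 0% = DMSO only wells and 100% = 100 µM nifuroxazide control wells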
TR-FRET SRC-2 ct = flags TR-FRET format artefacts in PPARgamma SRC-2 recruitment agonist screen; TR-FRET artefact counter-screen; stronger effect = higher value; TR-FRET ratio at 8 µM; 200,000 compounds, 0.4% hits; AID 1049; in the data active = TR-FRET ratio above about 2000; also: inactives centre near 1500
PPARg SRC-2 ag = agonists of SRC-2 recruitment by human PPARgamma | 200,000 compounds, 0.34% hits | P37231 | AID 1032 | activation, % at 8 µM | PPARgamma LBD-SRC-2 recruitment, biochemical; in the data active = activation above about 22%;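 also: 0% = vehicle and 100% = reference agonist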
Target sequence (P37231 whole entry, looked up, the tested form may be a part): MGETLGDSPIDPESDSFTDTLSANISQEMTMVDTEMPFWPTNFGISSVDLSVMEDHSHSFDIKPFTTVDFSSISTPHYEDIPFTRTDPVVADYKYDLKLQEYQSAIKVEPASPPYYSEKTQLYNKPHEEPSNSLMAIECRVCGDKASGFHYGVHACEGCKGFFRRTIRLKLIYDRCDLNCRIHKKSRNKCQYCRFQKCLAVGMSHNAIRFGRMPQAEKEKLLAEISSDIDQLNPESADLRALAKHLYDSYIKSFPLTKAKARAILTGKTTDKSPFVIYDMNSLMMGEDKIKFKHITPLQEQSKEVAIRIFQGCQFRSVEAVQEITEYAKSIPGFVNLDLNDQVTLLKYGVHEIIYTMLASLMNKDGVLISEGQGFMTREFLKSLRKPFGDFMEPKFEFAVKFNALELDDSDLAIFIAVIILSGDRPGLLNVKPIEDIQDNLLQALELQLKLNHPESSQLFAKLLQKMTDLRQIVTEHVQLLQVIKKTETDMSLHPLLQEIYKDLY
STAT3 act = STAT3 signaling activation | U3A cells, IL-6 STAT3-luciferase reporter, luminescence; 100% = signal with IL-6 EC80 alone | AID 871 | 190,000 compounds, 0.91% hits | activation (% of control), % at 5.6 µM;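 active = activation above the screen-wide mean of compound activation plus 3 SD, cut at about 130% in these data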;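 also: 0% = background luminescence of wells with medium and substrate only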
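System – human U3A cells carrying STAT3-luciferase construct · Probe or stimulus – Interleukin-6, 33 ng/mL · Schedule – compound 1 h, then IL-6 6 h at 37 °C · Signal – luminescence from STAT3-driven luciferase reporter · Evaluation – percent of IL-6-only median luminescence · Benchmarks – IL-6-only high control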
ROMK mod = modulates human ROMK potassium channel activity | Tet-inducible ROMK, thallium flux fluorescence; actives lie on both sides | B-score at 10 µM | 130,000 compounds, 2% hits;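 active = signal ratio slope over the read window, or its plate-corrected B-score, at least 3 SD from the plate mean, either direction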;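 also: B-score of the F/F0 ratio slope over 7 to 12 s after thallium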
Target sequence (P48048 whole entry, looked up): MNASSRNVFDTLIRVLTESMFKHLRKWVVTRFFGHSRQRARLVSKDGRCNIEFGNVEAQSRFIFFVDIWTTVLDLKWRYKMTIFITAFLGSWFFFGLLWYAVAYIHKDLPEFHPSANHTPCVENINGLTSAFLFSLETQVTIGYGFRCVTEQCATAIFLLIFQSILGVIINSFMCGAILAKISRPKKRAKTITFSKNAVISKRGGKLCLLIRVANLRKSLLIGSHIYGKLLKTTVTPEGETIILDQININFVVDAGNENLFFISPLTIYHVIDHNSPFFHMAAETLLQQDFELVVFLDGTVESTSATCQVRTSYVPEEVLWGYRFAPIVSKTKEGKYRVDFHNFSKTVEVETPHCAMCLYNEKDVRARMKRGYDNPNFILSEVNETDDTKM
TLR4 MyD88 comp = inhibitors of human TLR4-MyD88 binding | O00206+Q99836 | HeLa CL3-4 TLR4/MyD88 BLA complementation, FRET ratio | inhibition, % at 8.4 µM | 200,000 compounds, 0.18% hits; in the data active = inhibition above about 25%;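 also: 0% = vehicle and 100% = reference inhibitor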
PPARg SRC3 recr = promotes SRC-3 coactivator recruitment by human PPARgamma | AID 731 | 200,000 compounds, 0.26% hits | activation, % at 8 µM | biochemical PPARgamma/SRC-3 coactivator recruitment assay; in the data active = activation above about 23%;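 also: 0% = DMSO and 100% = reference agonist; some compounds past the cut are filed as inactive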
PPARg SRC1 recr = PPARgamma-driven SRC-1 recruitment agonism; activation, % at 8 µM; 200,000 compounds, 0.41% hits; PPARgamma-SRC-1 coactivator recruitment biochemical assay; in the data active = activation above about 19%;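 also: 0% = DMSO and 100% = reference agonist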
STAT1 blocker = reduces IFN-gamma driven STAT1 reporter signal | 200,000 compounds, 0.35% hits | NIH 3T3 STAT1-luciferase reporter, luminescence | inhibition, % at 5.5 µM | AID 920;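 active = inhibition above a set limit, the mean inhibition across all tested compounds plus 3 SD, cut at about 34% in these data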;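 also: 0% = IFN-gamma with DMSO and 100% = IFN-gamma with 300 µM nifuroxazide; values of inactives mirror those of a sister screen read the other way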
* = called active by the depositor; · = no result given.

entry	mol	S1P3 antagonist	RAM network inh	STAT3 blocker	TR-FRET SRC-2 ct	PPARg SRC-2 ag	STAT3 act	ROMK mod	TLR4 MyD88 comp	PPARg SRC3 recr	PPARg SRC1 recr	STAT1 blocker
1	CCOc1ccc(C(C)NC(=O)c2cccnc2OCC)cc1OCC (configuration not stated)	6	0.0	-8	1502	-5	108	1.4	1	-1	-1	4
2	Cc1ccc2nc(NC(=O)C3CCN(S(=O)(=O)c4cnc[nH]4)CC3)sc2c1	-15	11*	24	1689	-1	82	0.046	-4	-1	8	-5
3	OCCC1CN(Cc2nc(-c3ccccc3)cs2)CCN1Cc1ccc(F)cc1 (configuration not stated)	-3	-0.9	2	1603	-7	109	0.057	-2	6	10	-2
4	c1ccc2c(CSCCc3ccncc3)cccc2c1	·	2.1	19	1606	6	87	·	-6	13	2	12
5	CC1=Nn2c(nnc2C2CCCCC2)SC1	11	1.6	4	1719	1	101	·	-6	-8	-8	11
6	CCOc1cc(NC(=S)NCCCN2CCOCC2)c(OCC)cc1NC(=O)C1CC1	-2	1.1	11	1638	2	95	·	-15	-3	12	14
7	O=C(NC(=S)Nc1ccccc1)c1cc([N+](=O)[O-])ccc1N1CCOCC1	-5	0.4	15	1575	3	92	-0.0074	-8	4	4	-7
8	O=c1c2ccccc2c(-c2ccccc2)nn1-c1ccccn1	9	0.8	5	1533	5	103	-0.46	1	-2	-7	-4
9	CCCCS(=O)(=O)C(=C1Nc2ccccc2N1)S(=O)(=O)CCCC	0	2.0	6	1623	-4	100	-0.052	0	21	7	-3
10	CCOc1ccc(-n2c(SCC(N)=O)nc3c(c2=O)SCC3)cc1	·	0.8	20	1500	6	87	·	16	3	6	7
11	O=C(Nc1nnc(-c2ccccc2)s1)c1ccc(Cl)c(S(=O)(=O)N2CCOCC2)c1	-10	3.3	-7	1425	-2	108	·	1	0	0	2
12	CN1CCN(c2nc(-c3cccnc3)nc3scc(-c4ccccc4)c23)CC1	11	1.9	4	1587	2	98	-0.0091	-11	-3	-5	3
13	COC(=O)c1[nH]c2ccccc2c1NC(=O)CN1CCN(c2cccc(Cl)c2)CC1	-4	2.7	11	1485	-4	96	·	8	-7	2	3
14	O=C1c2ccccc2C(=O)N1CCCCSc1nnnn1-c1ccccc1	-26	9.3*	1	1582	5	102	·	-2	-4	-1	2
15	Clc1ccc(-c2nnc(COc3ncnc4ccccc34)o2)cc1	7	-1.4	5	1656	6	97	-0.091	-22	-2	4	-9
16	Cc1ccccc1OCC(=O)N(Cc1ccc(N(C)C)cc1)C1CCS(=O)(=O)C1 (configuration not stated)	-5	1.1	-4	1414	3	104	-0.57	-4	-2	3	11
17	O=C(c1ccc2c(c1)OCO2)N(c1ccc(F)cc1)C1C=CS(=O)(=O)C1 (configuration not stated)	-29	1.2	3	1478	-7	100	·	-5	-11	4	10
18	CCCCC(CC)CNC(=O)C1C2C=CC(C2)C1C(=O)O (configuration not stated)	·	2.5	2	1577	4	98	1.1	-12	-9	1	4
19	COc1cc(NC(=O)CSc2nnnn2Cc2ccccc2)cc(OC)c1	3	5.8	11	1743	8	96	0.29	-9	3	7	3
20	O=C(Cn1cnc2c(nnn2Cc2ccc(F)cc2)c1=O)NCc1ccc(F)cc1	-17	1.8	-7	1607	2	113	-0.52	3	4	3	-1
21	C/C(N)=C(/C#N)C(=O)CSc1nnc(-c2ccc3c(c2)OCO3)o1	·	1.5	48*	1669	12	63	0.055	7	1	6	-37
22	O=S1(=O)CC(NCc2ccccc2)C(Nc2ccc(Cl)cc2)C1 (configuration not stated)	10	2.0	-1	1755	0	104	-2.6	-17	8	6	-5
23	Cc1ccc(S(=O)(=O)N2CCOCC2)cc1NC(=O)COC(=O)CNC(=O)c1ccc(C(C)(C)C)cc1	-19	-0.7	-20	1503	-3	117	0.068	-20	-5	-10	2
24	CCOc1ccc(NC(=O)CCNS(=O)(=O)c2ccc3c(c2)c(=O)n(C)c(=O)n3C)cc1	-10	4.5	10	1515	0	96	·	13	-23	7	7
25	C#CCNC(=O)/C=C/c1ccc(OC)cc1	-2	0.9	4	1447	5	94	-0.023	-9	2	-1	-23
26	Cn1c(=O)c2c(ncn2CCN(CCO)Cc2ccccc2)n(C)c1=O	-1	1.9	14	1596	2	92	·	-9	4	6	8
27	CC(=O)c1ccc(N2CCN(CC(O)COCc3ccco3)CC2)cc1 (configuration not stated)	11	-0.7	6	1500	5	99	0.074	-12	4	6	4
28	CCCCN1C2=C(C(=O)CC(C)(C)C2)C(c2ccccc2)C2=C1c1ccccc1C2=O (configuration not stated)	·	4.2	8	1503	7	94	·	-5	5	9	3
29	CCN1C(=O)/C(=C2\SC(=S)N(CCCOC)C2=O)c2ccccc21	-8	9.5*	7	1780	-5	96	-0.019	-11	6	8	2
30	Cc1ccc(NCc2nnc(SCCN3CCCCC3)n2CC2CCCO2)c(C)c1 (configuration not stated)	-23	1.5	5	1482	5	99	·	-1	6	-1	23
31	COc1cc(C(=O)Nc2nc3ccccc3s2)ccc1OCc1c(C)noc1C	·	0.4	33	1351	8	75	·	15	3	2	3
32	NS(=O)(=O)c1ccc2c(c1)C1C=CCC1C(C1CC=CCC1)N2 (configuration not stated)	·	2.7	10	1610	7	92	-0.63	1	9	4	-1
33	Cc1ccc(NC(=S)Nn2cnnc2)cc1	0	2.3	13	1484	-12	97	0.19	-8	1	1	2
34	Cn1c(=O)c2c(nc(Br)n2CCSc2nnnn2-c2ccccc2)n(C)c1=O	-6	1.9	10	1718	9	97	·	6	-7	10	15
35	O=C(NNc1cc(N2CCOCC2)nc(N2CCOCC2)n1)C12CC3CC(CC(C3)C1)C2	-7	0.7	-9	1691	6	105	-0.023	-14	-1	4	5
36	COCc1[nH]nc2c1C(c1ccc(OC)c(OC)c1)C(C#N)=C(N)O2 (configuration not stated)	-20	-0.5	6	1332	-3	100	·	7	0	0	0
37	CCOC(=O)C1=C(CS(=O)(=O)c2ccccc2)NC(=O)NC1c1cccc(OC)c1 (configuration not stated)	-24	3.1	-4	1747	9	104	-0.21	5	6	9	-1
38	C/C(=N\NC(=O)Cc1cccn1C)c1cccc2ccccc12	·	-0.1	3	1544	3	104	-1.4	-1	2	-3	4
39	O=C(c1ccco1)N1CCN(C(=O)C2CC2)CC1	-5	2.0	4	1474	1	101	0.84	-2	3	1	0
40	Fc1cc(F)cc(NC(=S)NN2CCOCC2)c1	-1	-1.6	18	1476	-6	91	-0.32	-13	0	1	-10
41	COc1ccc(C)cc1NCC(=O)Nc1ccc(C(C)(C)C)cc1	-7	1.5	-12	1488	-5	110	·	0	-1	-2	5
42	COc1ccc(CC(=O)NC(C)CCc2ccccc2)cc1 (configuration not stated)	-12	0.1	2	1606	0	105	-0.2	1	-2	0	-2
43	CC(Oc1ccccc1)C(=O)Nc1ccccc1F (configuration not stated)	·	0.1	1	1308	-5	97	-0.25	4	-4	-1	-4
44	O=C(NCc1ccccc1)[C@@H]1C[C@H]1[C@@H](NP(=O)(c1ccccc1)c1ccccc1)c1ccccc1	-14	3.1	0	1680	8	98	-0.83	-6	-4	10	20
45	O=C(/C=C\c1ccc2c(c1)OCO2)Nc1nnc(SCC(=O)OCc2ccccc2)s1	1	1.8	-8	1537	-10	109	-0.031	-3	-6	1	-5
46	COc1ccc(S(=O)(=O)N2CN(Cc3ccco3)c3nc4ccccc4nc32)cc1	-12	3.0	-3	1496	12	106	·	0	9	4	-5
47	CC(=O)Oc1ccc(OC(C)=O)c(SCCCCCCl)c1	-19	2.4	17	1580	0	91	-1.7	9	4	-1	8
48	Cc1ccnc(NC(=O)c2ccc(NC(=O)c3ccco3)cc2)c1	44	3.8	-1	1556	1	103	·	-2	5	2	-29
49	O=C(CSc1nnc(-c2ccccc2)n1-c1ccc(Cl)cc1)NC1CCS(=O)(=O)C1 (configuration not stated)	-6	1.6	26	1479	1	80	·	12	-3	-5	-4
50	CC(C)(C)C(=O)Nc1nnc(SCC(=O)NCc2cccs2)s1	·	2.8	-1	1488	-12	102	·	-2	-7	-8	-13

New compounds follow:
entry	mol	S1P3 antagonist	RAM network inh	STAT3 blocker	TR-FRET SRC-2 ct	PPARg SRC-2 ag	STAT3 act	ROMK mod	TLR4 MyD88 comp	PPARg SRC3 recr	PPARg SRC1 recr	STAT1 blocker
51	Cn1c(=O)c2c(nc(OCc3ccccc3)n2C)n(C)c1=O	-10	1.8	11	1433	0	95	·	-10	-2	1	-4
52	CC(=O)NC(C(=O)NCC(N)=O)C(C)C (configuration not stated)	-21	1.1	5	1452	5	98	·	2	-1	4	3
53	S=C(NCc1ccccc1)NN1CCOCC1	-22	0.9	14	1670	-2	94	0.003	-7	-3	3	-12
54	O=C(CN1C(=O)CSc2ccccc21)Nc1ccccc1C(=O)N1CCOCC1	3	0.2	-1	1571	10	107	·	-8	-3	1	-2
55	CN1CCc2c(sc(NC(=O)c3cc4cc([N+](=O)[O-])ccc4s3)c2C(N)=O)C1	-4	-0.4	4	1498	1	103	-0.00097	2	-3	4	5
56	CCOc1ccc(CCNC(=O)C2CCCN(C(=O)N(C)C)C2)cc1OCC (configuration not stated)	-3	0.3	-5	1733	8	110	·	0	3	3	8
57	O=[N+]([O-])c1ccc(COn2nnc3ccccc32)cc1	-10	1.9	19	1533	8	88	0.32	11	2	-4	-20
58	COc1ccccc1N1CCN(C(=O)CN(Cc2ccccc2)S(C)(=O)=O)CC1	-13	0.3	6	1562	-4	99	·	0	-6	-3	5
59	CSc1cccc(NC(=S)N2CCC(N(C)C3CCCCCC3)CC2)c1	2	-1.1	0	1538	8	103	·	15	5	2	8
60	COCCN(C(=O)CNC(=O)c1ccco1)C(C(=O)NC1CCCC1)c1cccs1 (configuration not stated)	·	-0.2	2	1552	13	101	0.25	-2	0	4	0
61	CCOC(=O)N1CCN(c2c(-c3ccc(C)cc3)c(=O)c2=O)CC1	8	1.6	15	1535	2	91	·	-9	0	1	10
62	O=C(CSc1nnc2c(n1)[nH]c1ccccc12)NCc1ccco1	-12	4.7	-13	1721	6	113	-0.51	-18	5	5	-1
63	CCCn1cnc2c(sc3nc4c(cc32)CSC(C)(C)C4)c1=O	·	4.1	-12	1410	5	117	·	4	5	2	-14
64	Cc1ccsc1/C=N/NC(=O)c1cccs1	10	-0.6	5	1635	2	95	·	-2	4	3	-37
65	O=C(O)CC(c1ccccc1)n1cnnn1 (configuration not stated)	9	1.2	-5	1353	5	107	0.4	5	-5	-1	1
66	CCc1ccccc1NC(=O)CSc1nnc([C@H](CCSC)NC(=O)OC(C)(C)C)o1	·	-0.8	8	1530	7	96	-0.92	-4	-1	3	7

High-throughput results (PubChem BioAssay)
